Source: PubChem (several laboratories)
TNF death inh: inhibitors of TNF-alpha triggered necroptosis, primary screen, cell-based, Jurkat FADD-/-, single concentration | Jurkat FADD-/- TNF necroptosis rescue, ATP luminescence, 24 h; 0 = TNF only, 100 = no-TNF cells | activation (protection from cell death), % at 10 µM | 220,000 compounds, 0.068% hits;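 active = activation, meaning protection from cell death, of at least 50% relative to plate controls; inactive = activation below 50%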;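 also: necroptosis triggered by 40 ng/mL TNF-alpha added together with compound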
zfTRPN1 agonist: zebrafish TRPN1 channel agonists, primary screen, cell-based, HEK293, calcium fluorescence | HEK293 zebrafish TRPN1-YFP, Fluo-8 calcium fluorescence; 100% = response to 87 µM carbachol | 220,000 compounds, 0.18% hits | AID 1424, 2008 | activation, % at 3 µM | transient receptor potential cation channel N1 (TRPN1/NompC), Danio rerio;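 active = activation above its plate's cutoff, the mean activation of test wells on that plate plus 3 SD, cut at about 19% in these data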;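 also: 0% = DMSO alone and 100% = 87 µM carbachol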
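Material: zebrafish TRPN1-YFP in HEK293 cells; Doses: single test compound dose, 3 µM nominal, 0.3% DMSO; Timing: dye loading 1 h at 37 °C, then 30 min room temperature; Technique: intracellular calcium fluorescence with Fluo-8; Benchmarks: high carbachol 87 µM, low DMSO alone.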
TRPML3 ag: human TRPML3 channel agonists, primary screen, cell-based, HEK293 TRPML3-YFP, Fluo-8 calcium fluorescence, 3 µM. 100% = the carbachol control signal. activation, % at 3 µM. 220,000 compounds, 0.29% hits. AID 1448, 2008;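 active = activation above its plate's cutoff, the mean activation of the plate's test wells plus 3 SD, cut at about 12% in these data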;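 also: 0% = DMSO only wells and 100% = carbachol wells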
Target sequence (Q8TDD5 whole entry, looked up): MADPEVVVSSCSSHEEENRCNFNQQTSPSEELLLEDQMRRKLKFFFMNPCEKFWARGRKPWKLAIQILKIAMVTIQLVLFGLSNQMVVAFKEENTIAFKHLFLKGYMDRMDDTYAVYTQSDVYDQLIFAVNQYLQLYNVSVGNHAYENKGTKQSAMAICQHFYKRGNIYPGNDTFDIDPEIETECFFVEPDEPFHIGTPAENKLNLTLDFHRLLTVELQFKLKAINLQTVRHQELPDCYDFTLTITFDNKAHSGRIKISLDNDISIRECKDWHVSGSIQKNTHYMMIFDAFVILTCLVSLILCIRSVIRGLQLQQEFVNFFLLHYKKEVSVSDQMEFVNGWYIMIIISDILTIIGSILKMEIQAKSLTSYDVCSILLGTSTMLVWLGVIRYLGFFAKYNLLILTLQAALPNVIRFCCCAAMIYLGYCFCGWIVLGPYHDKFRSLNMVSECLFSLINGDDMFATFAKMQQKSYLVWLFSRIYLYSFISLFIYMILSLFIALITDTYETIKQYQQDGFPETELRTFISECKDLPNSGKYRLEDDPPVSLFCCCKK
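system = HEK293 cells stably carrying human TRPML3-YFP | doses = one concentration, 3 µM nominal, 0.3% DMSO | timing = dye loading 1 h 37 °C then 30 min ambient, 125 s read | detection = Fluo-8 calcium dye fluorescence, ex 470-495, em 515-575 nm | benchmarks = high control carbachol 87 µM, low control DMSO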
An asterisk follows results filed as active. These rows are one share of the data. The share of hits here may be higher or lower than overall.

| no. | Molecule | TNF death inh | zfTRPN1 agonist | TRPML3 ag |
| --- | --- | --- | --- | --- |
| 1 | CCOC(=O)N1CCN(C(=O)c2ccc3nc4cc(Cl)ccc4c(=O)n3c2)CC1 | -1.2 | 1.2 | 0.5 |
| 2 | C=CCOc1ccc(C2C(C(=O)c3cccs3)=C(O)C(=O)N2c2nnc(C)s2)cc1 (stereo unspecified) | -2.1 | 2.3 | 2.9 |
| 3 | O=C(CN1CCOc2ccccc21)NC1CCCCCCC1 | 1.3 | -0.3 | -0.4 |
| 4 | CCOC(=O)N1CCN(C(=O)C2CCC(C(=O)N3CCN(C(=O)OCC)CC3)CC2)CC1 (stereo unspecified) | -2.1 | 0.1 | -0.1 |
| 5 | COc1ccc2c3c(cccc13)NN=C2C | -14 | 0.3 | 0.7 |
| 6 | Cc1c(C(=O)NCCN2CCOCC2)sc2nc(-c3ccc(F)cc3)cn12 | -0.1 | 1.0 | 0.6 |
| 7 | CN(Cc1ccccc1)Cc1nc2c(c(=O)n(C)c(=O)n2C)n1CCc1ccccc1 | -0.3 | -1.8 | -1.6 |
| 8 | O=C(NCc1ccccn1)C1CC(=O)N(C2CCCC2)C1 (stereo unspecified) | -0.2 | 0.5 | 0.2 |
| 9 | O=c1cc(-c2ccccc2)n(S(=O)(=O)c2ccc3ccccc3c2)o1 | -3.5 | -0.2 | 0.2 |
| 10 | O=C(CCN1C(=O)S/C(=C\c2ccccc2)C1=O)N1CCOCC1 | -1.4 | 2.6 | -0.5 |
| 11 | CCCCCn1c(=O)[nH]c2cc(C(=O)NCCN3CCOCC3)ccc2c1=O | -0.1 | 1.6 | 0.4 |
| 12 | Cc1ccc(-c2cc3nc4c(c(=O)n3[nH]2)CCCC4)cc1 | -2.5 | 1.2 | -0.4 |
| 13 | CCn1c(-c2cc(Br)ccc2O)n[nH]c1=S | -0.9 | -1.7 | -0.7 |
| 14 | Cn1c(NCC(O)c2ccccc2)nc2c1c(=O)n(Cc1ccc(Cl)c(Cl)c1)c(=O)n2C (stereo unspecified) | -2.2 | 0.3 | 1.0 |
| 15 | COc1ccc(NC(=O)Nc2cccc(OC)c2)cc1 | 1.1 | 2.0 | 0.8 |
| 16 | COCCN1C(=O)c2oc3cc(C)c(C)cc3c(=O)c2C1c1ccc(O)cc1 (stereo unspecified) | -0.4 | 0.1 | -0.6 |
| 17 | Brc1ccc(OCCOCCOc2cccc3cccnc23)cc1 | -0.5 | -0.9 | 0.0 |
| 18 | CN=C1SC(CC(=O)Nc2ccc(C(C)=O)cc2)C(=O)N1C (stereo unspecified) | -0.9 | -0.2 | 0.1 |
| 19 | Cc1ccc(NC(=S)N2CCN(Cc3ccc4c(c3)OCO4)CC2)c(C)c1 | -5.3 | 0.8 | 0.0 |
| 20 | COc1ccc(NC(=S)NCCN2CCOCC2)c(OC)c1 | -1.2 | -0.9 | -0.6 |
| 21 | CCOC(=O)C1=C(CN2CCc3ccccc32)NC(=O)NC1c1cc(C)ccc1C (stereo unspecified) | -3.9 | -2.3 | -0.8 |
| 22 | COc1ccccc1C/C(N)=N/OC(=O)COc1ccc(C)cc1C | -2.4 | -0.4 | -0.6 |
| 23 | COc1ccc(-c2nnn(CCc3nn[nH]n3)n2)cc1 | 0.3 | -0.3 | 0.8 |
| 24 | COc1ccc(-c2c3c(=O)n(C)c(=O)n(C)c3c3nnc4ccccc4n23)cc1 | -0.8 | 0.1 | 0.1 |
| 25 | Cc1cc(C)nc(NC2=NCCN2C(=O)Nc2ccc(Cl)c(Cl)c2)n1 | -4.2 | 1.1 | -0.3 |

Results in zfTRPN1 agonist, for two of the compounds above:
| # | canonical_smiles | zfTRPN1 agonist |
| --- | --- | --- |
| 18 | CN=C1SC(CC(=O)Nc2ccc(C(C)=O)cc2)C(=O)N1C (stereo unspecified) | -0.2 |
| 19 | Cc1ccc(NC(=S)N2CCN(Cc3ccc4c(c3)OCO4)CC2)c(C)c1 | 0.8 |

An excerpt of these results, with values under each structure:
The line under a structure holds: TNF death inh, zfTRPN1 agonist, TRPML3 ag
4) CCOC(=O)N1CCN(C(=O)C2CCC(C(=O)N3CCN(C(=O)OCC)CC3)CC2)CC1 (stereo unspecified)
 : -2.1, 0.1, -0.1
9) O=c1cc(-c2ccccc2)n(S(=O)(=O)c2ccc3ccccc3c2)o1
 : -3.5, -0.2, 0.2
14) Cn1c(NCC(O)c2ccccc2)nc2c1c(=O)n(Cc1ccc(Cl)c(Cl)c1)c(=O)n2C (stereo unspecified)
 : -2.2, 0.3, 1.0

Returning to the listing, repeating the four entries before the break.
| no. | Molecule | TNF death inh | zfTRPN1 agonist | TRPML3 ag |
| --- | --- | --- | --- | --- |
| 22 | COc1ccccc1C/C(N)=N/OC(=O)COc1ccc(C)cc1C | -2.4 | -0.4 | -0.6 |
| 23 | COc1ccc(-c2nnn(CCc3nn[nH]n3)n2)cc1 | 0.3 | -0.3 | 0.8 |
| 24 | COc1ccc(-c2c3c(=O)n(C)c(=O)n(C)c3c3nnc4ccccc4n23)cc1 | -0.8 | 0.1 | 0.1 |
| 25 | Cc1cc(C)nc(NC2=NCCN2C(=O)Nc2ccc(Cl)c(Cl)c2)n1 | -4.2 | 1.1 | -0.3 |
| 26 | Cc1nnc(SCc2cc(=O)[nH]c(Nc3nc(C)c4ccccc4n3)n2)s1 | -3.6 | 1.0 | 1.1 |
| 27 | Nc1nc(CSc2nnnn2-c2ccc(F)c(Cl)c2)nc(N2CCOCC2)n1 | -0.2 | 2.2 | 0.7 |
| 28 | CCN1CCN(CC(=O)Nc2cccc(C)c2)C(=O)C1=O | -0.4 | 1.0 | 0.4 |
| 29 | O=C(O)C(NC(=O)c1ccccc1)=C(Cl)Cl | -2.8 | 0.2 | 0.2 |
| 30 | Cc1cccc(C)c1NC(=O)C(c1ccccc1)N1CCC2(CC1)OCCO2 (stereo unspecified) | -1.4 | -0.2 | 0.2 |
| 31 | CCN1C(=O)/C(=C2\C=Cc3ccccc3N2CC)OC1=S | -0.7 | 1.7 | -1.0 |
| 32 | CCCCN(CC)C(=O)C1CCC(=O)N(c2ccc(OC)cc2)C1c1ccc(OC)c(OC)c1 (stereo unspecified) | 0.4 | -1.9 | 0.1 |
| 33 | NC(=O)C1(N2CCCCC2)CCN(C(=O)CSc2nc3ccccc3o2)CC1 | 0.2 | -0.8 | 0.3 |
| 34 | Cc1sc(NC(=S)NC(=O)c2ccccc2)c(C#N)c1C | 3.2 | -1.2 | 0.4 |
| 35 | Cn1nc(-c2ccccc2F)c2cc(C(=O)N3CCN(C(=O)c4ccco4)CC3)sc21 | -1.4 | 1.5 | 0.4 |
| 36 | COc1ccc(/C=C/c2nc3sc4c(c3c(=O)o2)CCC4)cc1 | 1.0 | 0.7 | 0.4 |
| 37 | CCOc1cc(-n2cnnn2)c(OCC)cc1NC(=O)c1cc2ccc(N(CC)CC)cc2oc1=O | -1.1 | 0.7 | -0.3 |
| 38 | O=C(NCCCn1ccnc1)/C(=C/c1ccco1)NC(=O)c1ccccc1 | -2.3 | 1.8 | 0.4 |
| 39 | Cc1nnc(N2CCN(C)CC2)c2nn(-c3ccc(Cl)cc3)c(C)c12 | -4.7 | -0.4 | -0.3 |
| 40 | CCOC(=O)Cc1csc(NC(=O)CSc2nnc(-c3ccncc3)n2Cc2ccco2)n1 | -1.9 | 2.3 | 0.6 |
| 41 | Cc1cc(C)n2nc(C(=O)NCc3ccco3)nc2n1 | 0.4 | -0.6 | 1.4 |
| 42 | CCOc1ccc2cc(C#N)c(SCC(=O)N3CCCC3)nc2c1 | -1.4 | -1.2 | 0.9 |
| 43 | N#Cc1c(NC(=O)CSc2ncccn2)oc(-c2ccccc2)c1-c1ccccc1 | -0.8 | 0.7 | 0.1 |
| 44 | C/C(=C\C(=O)c1ccc(Cl)cc1)Nc1ccc(Br)cc1 | -0.9 | 0.1 | 0.6 |
| 45 | CC1CCN(C(=O)c2ccc(C(=O)N3CCC(C)CC3)cc2)CC1 | -1.1 | 1.3 | 0.2 |
| 46 | CCOC(=O)C1=C(C)N=C2SCCC(=O)N2C1c1cc(Br)ccc1OC (stereo unspecified) | -0.9 | -0.6 | -0.5 |
| 47 | CCn1c(NCc2c[nH]c3ccccc23)nc2ccccc21 | 2.5 | -1.7 | -0.7 |
| 48 | COCCn1c(SCc2nnc(-c3ccc(OC)c(OC)c3)o2)nc2sc3c(c2c1=O)CCC3 | 1.9 | 0.5 | -0.8 |
| 49 | CC1CCc2c(sc3ncnc(N4CCN(S(=O)(=O)c5cccc6nonc56)CC4)c23)C1 (stereo unspecified) | -0.8 | 0.6 | 0.8 |
| 50 | COc1ccc(-c2noc(CN(C)S(=O)(=O)c3ccccc3)n2)cc1OC | -0.4 | 1.3 | 1.5 |
| 51 | C=CCc1ccc(OCCOc2cccc(/C=N/n3cnnc3)c2)c(OC)c1 | -6.3 | -1.0 | -0.8 |
| 52 | CCCn1c(=NC(C)=O)c(C#N)cc2c(=O)n3cccc(C)c3nc21 | -2.5 | 1.1 | -0.3 |
| 53 | CCC(=O)N1CCN(c2ccc(Cl)cc2NC(=O)c2ccc(Br)o2)CC1 | 0.7 | 0.9 | 0.7 |
| 54 | C/C(=N\Nc1cc(Cl)nc(C)n1)c1ccc(C)cc1 | -10.0 | -0.1 | -1.3 |
| 55 | CCOC(=O)c1cc(-c2ccccc2)sc1NC(=O)CN1C(=O)c2ccccc2C1=O | -2.3 | 1.2 | 1.1 |

One compound at a time (already shown). Order of values: TNF death inh | zfTRPN1 agonist | TRPML3 ag
CCCn1c(=NC(C)=O)c(C#N)cc2c(=O)n3cccc(C)c3nc21 is entered as -2.5 | 1.1 | -0.3
CCC(=O)N1CCN(c2ccc(Cl)cc2NC(=O)c2ccc(Br)o2)CC1 is entered as 0.7 | 0.9 | 0.7
CCOC(=O)c1cc(-c2ccccc2)sc1NC(=O)CN1C(=O)c2ccccc2C1=O is entered as -2.3 | 1.2 | 1.1
